EBV gp42 block = inhibitors of Epstein-Barr virus glycoprotein 42 | 220,000 tested, 0.42% active | Q1HVG2 | inhibition, % (tested at 21.74 µM) | AID 1085 | Fluorescence polarization binding assay, mP read-out; in the data active = inhibition above about 50%
Target sequence (Q1HVG2 whole entry, looked up): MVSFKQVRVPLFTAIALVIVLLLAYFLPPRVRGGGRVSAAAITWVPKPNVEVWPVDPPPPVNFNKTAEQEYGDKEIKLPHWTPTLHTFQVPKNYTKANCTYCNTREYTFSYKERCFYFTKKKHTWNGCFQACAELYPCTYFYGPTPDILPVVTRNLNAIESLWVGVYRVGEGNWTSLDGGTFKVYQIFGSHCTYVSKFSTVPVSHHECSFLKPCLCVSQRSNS
MDM2 E3 inh = Mdm2 E3 ligase (human) inhibition; Q00987; cell-based MDM2 ubiquitination luciferase reporter, 2 h; 0 = plate control, 100 = twice control, blank-subtracted; 210,000 tested, 0.11% active; signal enhancement, % at 5 µM;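 active = signal enhancement of 30% or more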;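 also: luminescence tracks abundance of the self-degrading MDM2-luciferase fusion protein; higher signal means inhibition of MDM2 E3 ligase activity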
Target sequence (Q00987 whole entry, looked up, the tested form may be a part): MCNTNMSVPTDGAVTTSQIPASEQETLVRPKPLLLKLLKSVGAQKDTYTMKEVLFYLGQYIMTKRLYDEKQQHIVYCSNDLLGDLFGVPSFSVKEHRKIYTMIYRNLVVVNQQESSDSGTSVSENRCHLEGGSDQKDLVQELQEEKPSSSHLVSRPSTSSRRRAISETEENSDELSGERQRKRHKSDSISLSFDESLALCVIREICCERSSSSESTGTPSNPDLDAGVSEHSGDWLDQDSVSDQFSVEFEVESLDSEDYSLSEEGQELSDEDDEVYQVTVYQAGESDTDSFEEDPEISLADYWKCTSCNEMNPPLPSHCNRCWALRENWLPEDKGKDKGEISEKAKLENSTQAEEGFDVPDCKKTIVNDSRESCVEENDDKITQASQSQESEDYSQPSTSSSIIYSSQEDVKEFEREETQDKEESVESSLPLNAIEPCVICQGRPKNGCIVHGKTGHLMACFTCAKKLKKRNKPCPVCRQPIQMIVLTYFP
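Material: stable MDM2–luciferase fusion reporter cells / Quantity: 2000 cells/well / Dosing: single 5 µM compound dose, 0.2% final DMSO / Buffer or medium: DMEM / Schedule: 4 h cell settling then 2 h compound exposure, 37 °C / Detection: luminescence with SteadyLite reagent, 15 min at room temperature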
TNF death inh = blocks TNF-alpha induced death of Jurkat FADD-/- cells; 220,000 tested, 0.068% active; AID 463075; activation (protection from cell death), % at 10 µM; Jurkat FADD-/- TNF necroptosis rescue, ATP luminescence, 24 h; 0 = TNF only, 100 = no-TNF cells;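 active = activation, meaning protection from cell death, of at least 50% relative to plate controls; inactive = activation below 50%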;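 also: necroptosis triggered by 40 ng/mL TNF-alpha added together with compound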
Rad51 HR inh = Rad51 (human) homologous recombination inhibition. hRad51 DNA strand exchange, fluorescence dequenching. Q06609. inhibition, % at 10 µM. 200,000 tested, 0.085% active;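 active = inhibition above 40% at the single screening dose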;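 also: 0% = DMSO control wells and 100% = blanks with heterologous ssDNA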
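material = hRad51 filaments on single-stranded DNA | reagent = Donor/quencher-labelled 47-bp dsDNA substrate | compound = 10 µM final, single point | schedule = strand-exchange reaction 15 min at room temperature | measured by = fluorescein emission 520 nm, excitation 485 nm | read-out basis = % inhibition versus plate control and blank means | benchmarks = plate controls and plate blanks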
m-calpain inh = blocks pig calpain II enzyme activity. 220,000 tested, 0.37% active. purified calpain II, fluorogenic peptide substrate, 30 min. inhibition, % at 16 µM. AID 1236;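 active = inhibition above about 50%, limit read from the data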
Cl transport mod = modulates chloride dependent transport by human KCC2 | KCC2 cells, thallium flux FluoZin-2 fluorescence | B-score of Tl+ flux slope (higher = more flux/activation; lower = inhibition) at 10 µM | 190,000 tested, 2.2% active | AID 1456;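 active = thallium flux slope and its plate-corrected score both differing from the plate sample mean at a set confidence after two filtering rounds, in either direction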;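 also: slope of fluorescence scaled to starting intensity during 10 to 20 s after thallium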
PERK inh = human PERK inhibition, primary cell-based screen; 220,000 tested, 0.17% active; inhibition, % at 5.6 µM; CHO PERK-DD fusion, SEAP luminescence translation reporter; Q9NZJ5;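 active = inhibition above the mean inhibition of all tested compounds plus 3 SD, set separately per screening campaign, cut at about 2.9% in these data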;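 also: PERK kinase domain activated by AP20187 dimerizer at 100 nM; 0% = DMSO with dimerizer and 100% = rapamycin at 8.4 µM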
eIF4E-4G inh = inhibitors of eIF4E and eIF4G interaction in translation initiation. P63073+Q04637. inhibition, % at 21.7 µM. TR-FRET eIF4E-eIF4GI(517-606) binding, 2 h. 220,000 tested, 0.37% active;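 active = inhibition above about 30%, limit read from the data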;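 also: 0% = full FRET control wells and 100% = background wells lacking eIF4GI fragment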
zVAD death inh = blocks zVAD induced death of L929 cells | viability rescue, % at 10 µM | L929 zVAD necroptosis rescue, ATP luminescence, 24 h; with zVAD 60 µM | 220,000 tested, 0.38% active;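 active = activation, scaled between plate controls, above about 75%, limit read from the data; inactive = activation under that limit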;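 also: 0% = zVAD with DMSO and 100% = DMSO alone without zVAD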
Active calls of the source: *; nt = no result given; [ ] = remark or other dose.

Order of results: EBV gp42 block	MDM2 E3 inh	TNF death inh	Rad51 HR inh	m-calpain inh	Cl transport mod	PERK inh	eIF4E-4G inh	zVAD death inh
1. O=C(NCCN1CCCCCC1)C1CCCN1S(=O)(=O)c1cccc2nsnc12 (stereo unspecified)
    -7	-15	1.0	18	33	0.25	-1.8	4	-0.6
2. O=C(NC(=S)NCCN1CCOCC1)c1ccc(Cl)cc1
    -9	-3	2.2	29	32	-0.37	1.2	2	0.6
3. O=C(CCc1ccccc1)NCCSCc1c(F)cccc1Cl
    0	-2	1.6	-1	16	-1.9	0.3	-6	0.2
4. O=C(O)c1cccc(N=NN2CCCCCC2)c1
    -24	-51	0.8	-3	-4	0.71	1.0	-4	0.8
5. CCC(C)(C)NC(=O)C(c1ccncc1)N(C(=O)c1sc(C)nc1C)c1ccc(C)cc1 (stereo unspecified)
    -14	-6	1.7	-9	28	-0.047	-0.9	1	-0.8
6. C=CCNC(=O)c1ccccc1NC(=O)COc1ccccc1
    -12	-30	0.9	-45	0	0.97	2.1	3	1.3
7. Oc1ccc(/C=N/NC(=S)Nc2cccnc2)cc1
    -7	nt	-2.8	1	17	-0.48	0.7	4	-0.4
8. CCCSc1cc(N2CCN(C)CC2)nc(-c2ccc(OC)cc2)n1
    -14	0	1.3	2	-27	-0.26	-0.3	4	-0.3
9. C(#CCN1CCC(Cc2ccccc2)CC1)COCCOCc1ccccc1
    -8	nt	1.3	nt	7	-1.2	-0.2	3[fluorescence artefact?]	0.4
10. Cc1cccc(-c2nnc(-c3ccccc3)o2)c1
    -22	-18	-4.5	5	8	0.67	-0.3	4	-0.1
11. COCCCNC(=O)CCC(=O)NNc1nc2ccccc2c2nc(C)nn12
    7	-16	-0.1	-7	1	-0.1	1.8	-6	1.0
12. NS(=O)(=O)c1cccnc1Nc1cccc(C(F)(F)F)c1
    -2	-7	-0.5	7	29	-0.043	0.5	-5	0.1
13. COCCNC(=O)C(=O)N/N=C(\C)CC(=O)Nc1ccc2c(c1)OCO2
    -7	-13	0.0	-5	13	1.6	0.4	2	1.6
14. CC(C)CCNC(=O)Cc1ccc(Nc2nc(=S)[nH]c3ccccc23)cc1
    -14	-12	3.9	-21	41	-0.96	-0.2	-10	3.7
15. CCC(=O)Nc1cc(SCCO)cc([N+](=O)[O-])c1
    -20	-10	-1.8	6	-12	-0.64	0.6	-7	-0.5

Next part (3 carried over from the part before).
Order of results: EBV gp42 block	MDM2 E3 inh	TNF death inh	Rad51 HR inh	m-calpain inh	Cl transport mod	PERK inh	eIF4E-4G inh	zVAD death inh
13. COCCNC(=O)C(=O)N/N=C(\C)CC(=O)Nc1ccc2c(c1)OCO2
    -7	-13	0.0	-5	13	1.6	0.4	2	1.6
14. CC(C)CCNC(=O)Cc1ccc(Nc2nc(=S)[nH]c3ccccc23)cc1
    -14	-12	3.9	-21	41	-0.96	-0.2	-10	3.7
15. CCC(=O)Nc1cc(SCCO)cc([N+](=O)[O-])c1
    -20	-10	-1.8	6	-12	-0.64	0.6	-7	-0.5
16. CC(CN1CCOCC1)OC(=O)c1cccs1 (stereo unspecified)
    -16	-12	-1.1	-5	-29	-0.15	0.3	3[fluorescence artefact?]	0.9
17. Cc1cc(C)c(CN2CCN(Cc3ccc(C)o3)C(CCO)C2)c(-n2cccn2)c1 (stereo unspecified)
    8	-93	0.6	1	23	-0.69	-0.3	-2	-1.5
18. COc1c(OC(C)=O)ccc(/C=N\NC(=O)c2ccc(Br)cc2)c1[N+](=O)[O-]
    -1	-13	-0.2	1	-21	-0.63	0.3	-4	2.2
19. O=C(COc1cccc(F)c1)Nc1ccc2[nH]c(=O)[nH]c2c1
    -10	-15	1.3	-9	-20	-0.13	0.7	0	1.6
20. CC(=O)c1c(C)[nH]c(C(=O)Nc2cc(S(=O)(=O)N(C)C)ccc2C)c1C
    -8	-15	-0.7	8	-35	-0.46	0.1	2	14
21. Cc1nn2c(COc3ccc(NC(=O)C(C)C)cc3)nnc2c2ccccc12
    -5	-2	-0.7	2	9	0.11	1.5	0	1.3
22. O=S(=O)(Cc1ccc(Cl)cc1)N1CCN(Cc2ccccc2)CC1
    -10	3	2.7	nt	22	-0.67	1.8	-1	0.3
23. COc1ccc(CN(C)CC(=O)Nc2sc3c(c2C#N)CCC3)c(OC)c1
    -11	-1	1.6	-15	-100	0.34	0.2	2	0.7
24. Cc1cc(C)n(-c2nc3c(c(=O)n(Cc4ccc(Cl)c(Cl)c4)c(=O)n3C)n2C)n1
    nt	nt	-1.3	nt	nt	1.2	2.0	nt	0.0
25. O=C(Cn1nnc2ccccc2c1=O)N1CCOCC1
    -10	-2	0.7	1	-9	0.0096	0.8	2	4.5
26. CCc1nnc(NC=C2C(=O)OC(C)(C)OC2=O)s1
    -11	-2	0.6	-1	-28	0.95	1.2	-4[fluorescence artefact?]	-0.2
27. CC1=C(C(=O)OCc2ccccc2)C(c2ccccc2)NC(=O)N1CCCCCC(=O)O (stereo unspecified)
    2	nt	1.8	1	-22	-0.14	0.6	4	5.2
28. COC(=O)c1sccc1NC(=O)c1cc(OC)cc(OC)c1
    -1	-10	-1.0	-10	18	-0.82	-1.1	12[fluorescence artefact?]	-0.9
29. O=C(O)CN(C1CCCCC1)S(=O)(=O)c1ccc(F)cc1
    -11	-6	-1.0	13	6	-1.4	0.9	2	1.6
30. CCOc1ccccc1NC(=S)NC1CCCCC1
    1	-4	0.6	2	17	0.44	0.2	3	0.2

The results go on.
Order of results: EBV gp42 block	MDM2 E3 inh	TNF death inh	Rad51 HR inh	m-calpain inh	Cl transport mod	PERK inh	eIF4E-4G inh	zVAD death inh
31. O=C(CN1C(=O)c2ccccc2C1=O)Nc1ccccc1F
    -5	-18	1.5	5	-29	0.2	0.4	-8	-0.6
32. CCn1ncc([C@@H]2C[C@H]3CN(Cc4ccccc4C)C(=O)[C@]34CCCN24)c1C
    -19	-5	0.4	5	-1	0.85	-0.1	0	-0.9
33. Cc1ccnn1CC(=O)N/N=C/c1cccs1
    -30	-7	1.6	8	5	0.21	1.6	0	0.5
34. CC(=O)NC(Cc1ccc(O)cc1)C(=O)NN (stereo unspecified)
    0	-1	0.7	-1	-21	-0.22	-0.4	0	1.6
35. CC(=O)c1coc2ccc(OCCN3CCCCC3)cc12
    -10	-9	-0.9	-2	1	nt	0.7	-3	0.4
36. O=C(NCC1COc2ccccc2O1)c1cn(Cc2ccc(F)cc2)nn1 (stereo unspecified)
    -11	-12	0.6	-6	19	nt	0.3	-1	1.6
37. COc1ccccc1NC(=O)CSc1nnc(-c2ccc(NC(C)=O)cc2)n1C
    -10	-7	0.8	11	16	nt	-0.3	17[fluorescence artefact?]	1.9
38. O=C(COC(=O)Cn1cnc2ccccc2c1=O)NCc1ccccc1Cl
    3	-89	0.0	-4	21	-0.84	-0.2	-3	0.4
39. CCOC(=O)CSc1nc(=O)n2cc(C)ccc2n1
    -9	-11	0.2	-4	3	nt	1.2	4	1.4
40. O=S(=O)(Nc1ccccn1)c1ccc(Cl)c2ccccc12
    1	-3	0.8	5	-11	-0.051	1.0	0	2.8
41. CCOC(=O)c1c(NC(C)=O)sc2c(OC(C)=O)cccc12
    -10	-7	0.5	-3	-1	nt	0.8	6	0.2
42. CCC(C)NC(=O)C1CC(c2cccc(OC)c2)=NO1 (stereo unspecified)
    -3	-8	1.0	4	22	1.2	0.9	-3	0.1
43. O=C(COc1ccc2c(c1)CCC2)NCc1ccc(Cl)cc1
    -12	-14	0.7	-5	23	0.68	-0.1	4[fluorescence artefact?]	0.8
44. CC(Oc1ccccc1Cl)C(=O)/C=C/N(C)C (stereo unspecified)
    -12	-10	-2.5	1	-9	-0.44	0.8	-2	0.6
45. COc1ccc2[nH]cc(/C=C/C(=O)c3ccccc3)c2c1
    -3	-4	-4.8	11	-1	0.17	1.7	-2	4.3

Later entries:
Order of results: EBV gp42 block	MDM2 E3 inh	TNF death inh	Rad51 HR inh	m-calpain inh	Cl transport mod	PERK inh	eIF4E-4G inh	zVAD death inh
46. CCN(C(=O)COC(=O)CNC(=O)c1ccc(F)cc1)C1CCS(=O)(=O)C1 (stereo unspecified)
    12	-20	0.7	6	-32	0.3	-0.1	-7	1.1
47. CC(C)(C)c1ccc(C(=O)Nc2ccccc2Cl)cc1
    -8	-35	2.7	-9	3	0.53	-0.4	-1	26
48. Cc1ccc(C(=O)CSc2nnc(C)s2)cc1
    3	-17	15	-5	-11	-0.088	0.7	-1[fluorescence artefact?]	1.1
49. CC1(C)CC(=O)C2=C(C1)N(c1ncn[nH]1)C(N)=C(C#N)C2c1ccccc1 (stereo unspecified)
    -21	nt	2.5	nt	-6	-0.94	0.4	0[fluorescence artefact?]	0.9
50. COc1ccc(/C=C/c2ccccc2)cc1[C@H]1[C@@H]2C=CCC[C@@]2(C)C(=O)N1Cc1ccccc1
    -8	-1	1.4	-5	-39	1.1	nt	0	0.0
51. O=C(Nc1cccnc1Oc1ncnc2cc(Cl)ccc12)c1ccc(F)cc1
    -19	-13	2.0	-16	35	-0.22	0.0	-5	1.2
52. C/C(=N\NC(=O)c1ccc(C)cc1C)c1ccc(-n2ccnc2)cc1
    -11	-11	1.3	-8	-4	-0.32	0.4	1	26
53. CC(C)CN1CC(C(=O)O)CC1=O (stereo unspecified)
    -12	-7	0.3	-5	-18	0.072	1.1	2	1.6
54. Cc1ccc(N(C(=O)c2snc(C(N)=O)c2N)C(C(=O)NCCC(C)C)c2ccco2)cc1 (stereo unspecified)
    2	-15	-1.8	7	-65	-0.66	0.1	-1	1.1
55. O=C(NCc1cccnc1)C1CCN(S(=O)(=O)N2CCOCC2)CC1
    -14	-6	0.4	0	3	0.63	0.8	-3	0.4
56. O=C(Nc1ncc2c(n1)-c1ccccc1OC2)c1ccc(Cl)cc1Cl
    -9	-13	-2.2	0	-78	nt	0.8	-3	0.2
57. Cc1oc2c(c1C(=O)NCc1cccnc1)C(=O)c1ccccc1C2=O
    -6	-4	-15	nt	-12	0.55	0.6	2	-3.8

Screens (PubChem BioAssay)
